# MLL CXXC-DNA inh = inhibitors of human MLL CXXC domain-DNA interaction. Q03164. MLL-CXXC / FITC-HOXA9 DNA fluorescence polarization. Potency, µM (doses to about 115 µM), for the others: at the top dose activity change, negative = inhibition, most hits filed as inhibitors. hit rate 0.037% among 290,000; active = well fitted inhibition curve with a large enough effect in the polarisation, with a control signal flat, not every such curve was filed as active; inconclusive = small, poorly fitted or top-dose-only effect, or effect the other way, or a change in a side signal; inactive = no such curve, though single readings can be large or run the other way; the % refers to the polarisation
#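 Steps: dispense CXXC domain solution (7 uM) → pin compounds or unlabeled HOX-A9 DNA control → 5 min ambient → add FLSN-HOX-A9 solution (50 nM) → spin → 30 min ambient → fluorescence polarization. Tris pH 7.5/NaCl/DTT/BSA buffer.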
# uPA surface inh = blocks generation of uPA at the cell surface. hit rate 0.31% among 330,000. AID 540303. cell surface uPA generation assay, qHTS. Potency, µM (titrated, usually from 38.3 µM), without a hit: top-dose activity change, negative = inhibition, actives largely listed as inhibitors; active = well fitted inhibition curve with a large enough effect; inconclusive = small, poorly fitted or top-dose-only effect; inactive = no such curve, though single readings can be large or run the other way; tested in mouse RAW 264.7 cells; also: % is scaled to controls: 0 for no effect and ±100 for the full control effect; nearly all actives have a fitted effect of over 55% in size
# ELG1 genotoxic = induces genotoxicity in HEK293T cells with luciferase-tagged ELG1 | AID 504466 | hit rate 1.3% among 330,000 | Potency, µM (series often up to 46 µM), without a hit: top-dose activity change, positive = activation, usual class: activators | HEK293T ELG1-luciferase reporter, luminescence, 16 h; also: % of control where 0% means no effect; nearly all actives have a fitted effect of over 60% in size
#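 After overnight (16 hr) compound treatment at 37 °C, ELG1-luciferase HEK293T cells were lysed with ONE-Glo; luminescence quantified 30 min later at room temperature.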
# Gal4-VP16 FLuc = inhibits Gal4-VP16 luciferase reporter, ROR gamma counter-screen | Drosophila S2 Gal4-VP16 UAS-luciferase, luminescence, 20 h | Potency, µM (series often up to 53.6 µM), for the others: top-dose activity, negative = inhibition, usual class: inhibitors | hit rate 3.5% among 310,000;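 also: Gal4-VP16 expression switched on by copper sulfate through the metallothionein promoter; % is scaled to controls: 0 for no effect and ±100 for the full control effect; nearly all actives have a fitted effect of over 50% in size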
# BRCA1 expr act = increases BRCA1 expression; MCF7-BRCA1-FFLuc reporter, luminescence, 48 h; response scale: scaled: vehicle 0%, 10 µM genistein 100%; Potency, µM (top dose mostly 46.1 µM), without a hit: at the top dose activation, most hits filed as activators; hit rate 1.1% among 380,000; AID 624202; also: nearly all actives have a fitted effect of over 80% in size; some results filed as inactive show a strong effect at the top dose
#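 First, MCF7-BRCA1-FFLuc cells (2000/well) attach for 2 h; next, compounds are pin-added and incubated 48 h at 37 °C; finally, luciferase reagent is added and luminescence read after 15 min.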
# Rab9 promoter act = activates the Rab9 promoter; Potency, µM (titrated, usually from 9.22 µM), inactives show at the highest dose activation, negative = inhibition, usual class: activators; Huh7 Rab9 promoter-luciferase reporter, luminescence, 24 h; AID 485297; hit rate 2.8% among 320,000; also: % of control where 0% means no effect; nearly all actives have a fitted effect of over 60% in size
#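 Luciferase signal after 10 min detection reagent at ambient indicates Rab9 promoter upregulation; stably transfected Huh7 cells were treated 24 h with compound in DMSO at 37 °C, 5% CO2.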
# RORg inh = inhibitors of mouse ROR gamma transcriptional activity; P51450; Drosophila S2 Gal4-RORgamma UAS-luciferase reporter, 20 h; Potency, µM (highest dose often 53.6 µM), for inactives: top-dose activity change, negative = inhibition, actives largely listed as inhibitors; hit rate 5.4% among 310,000; AID 2551; also: % is scaled to controls: 0 for no effect and ±100 for the full control effect; nearly all actives have a fitted effect of over 60% in size
#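 Schneider cells (Drosophila), stable Gal4 DBD–ROR gamma + UAS-luc; 1 hr cmpd preincubation; Cu2+ induction 700 uM final; 20 hr ambient; luminescence.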
# MBNL1 CUG block = inhibitors of human MBNL1 binding to CUG repeat RNA; TR-FRET MBNL1-His/biotin-(CUG)12 binding, 665/545 ratio; Potency, µM (doses to about 57.5 µM), without a hit: at the top dose activity change, negative = inhibition, usual class: inhibitors; hit rate 0.036% among 280,000; AID 2675; active = well fitted inhibition curve with a large enough effect in the signal ratio, with a control signal flat, not every such curve was filed as active; inconclusive = small, poorly fitted or top-dose-only effect, or effect the other way, or a change in a side signal; inactive = no such curve, though single readings can be large or run the other way; the % refers to the signal ratio; also: % is scaled to controls: 0 for no effect and ±100 for the full control effect
# Target sequence (Q9NR56 whole entry, looked up): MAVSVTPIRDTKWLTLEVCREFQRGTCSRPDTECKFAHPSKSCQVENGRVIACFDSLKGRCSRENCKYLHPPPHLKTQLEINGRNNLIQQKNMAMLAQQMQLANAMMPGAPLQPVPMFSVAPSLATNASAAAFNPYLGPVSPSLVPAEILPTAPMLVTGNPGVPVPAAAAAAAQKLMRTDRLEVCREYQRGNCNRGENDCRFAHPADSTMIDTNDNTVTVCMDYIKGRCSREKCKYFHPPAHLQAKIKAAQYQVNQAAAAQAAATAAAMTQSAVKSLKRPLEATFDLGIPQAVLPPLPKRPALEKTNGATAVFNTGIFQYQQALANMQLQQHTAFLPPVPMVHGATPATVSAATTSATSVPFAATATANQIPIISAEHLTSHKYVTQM
#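 MBNL1-His + Biotin-(CUG)12, cpd titration 92 nM–58 uM; Tb anti-His Ab 0.055 ng/ul, SA-XL665 5 nM (final); 60 min RT; ratiometric 665/545 nm, Ex 340 nm; normalized to buffer and full-complex controls.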
# p53 reactivator = restores transcriptional activity of mutant p53; H1299 p53-A138V BP100-luciferase reporter, luminescence, 24 h; Potency, µM (titrated, usually from 92.2 µM), inactives show at the highest dose activity change, positive = activation, most hits filed as activators; hit rate 0.063% among 320,000; AID 504706; also: % of control where 0% means no effect; nearly all actives have a fitted effect of over 45% in size
#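 p53-null H1299 cells stably carrying temperature-sensitive p53-A138V and a BP100-luciferase reporter were pinned with compounds (4-point, 1:5 series) and held 24 hrs at 37 deg C. Luminescence was read 10 min after detection reagent.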
# NPC1 promoter act = activates the NPC1 promoter | Huh7 NPC1 promoter luciferase reporter, 24 h | Potency, µM (titrated, usually from 9.22 µM), for the others: at the top dose activation, hits mostly activators | hit rate 2.4% among 320,000;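 also: % of control where 0% means no effect; nearly all actives have a fitted effect of over 60% in size; reporter is driven by a mutant NPC1 promoter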
#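 Compounds in DMSO were transferred onto Huh7 NPC1-luciferase reporter cells pre-incubated 2 h; after 24 h at 37 °C, Amplite reagent was dispensed and luminescence recorded 10 min later.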
# FLuc counter = firefly luciferase modulation, counter-screen for miR-21 project | hit rate 6.9% among 360,000 | P08659 | purified FLuc, Km substrates, luminescence inhibition | Potency, µM (doses to about 57.5 µM), inactives show top-dose activity change, negative = inhibition, usual class: inhibitors;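 also: plate controls were vehicle for no effect and reference inhibitor for full effect; nearly all actives have a fitted effect of over 55% in size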
# Target sequence (P08659 whole entry, looked up): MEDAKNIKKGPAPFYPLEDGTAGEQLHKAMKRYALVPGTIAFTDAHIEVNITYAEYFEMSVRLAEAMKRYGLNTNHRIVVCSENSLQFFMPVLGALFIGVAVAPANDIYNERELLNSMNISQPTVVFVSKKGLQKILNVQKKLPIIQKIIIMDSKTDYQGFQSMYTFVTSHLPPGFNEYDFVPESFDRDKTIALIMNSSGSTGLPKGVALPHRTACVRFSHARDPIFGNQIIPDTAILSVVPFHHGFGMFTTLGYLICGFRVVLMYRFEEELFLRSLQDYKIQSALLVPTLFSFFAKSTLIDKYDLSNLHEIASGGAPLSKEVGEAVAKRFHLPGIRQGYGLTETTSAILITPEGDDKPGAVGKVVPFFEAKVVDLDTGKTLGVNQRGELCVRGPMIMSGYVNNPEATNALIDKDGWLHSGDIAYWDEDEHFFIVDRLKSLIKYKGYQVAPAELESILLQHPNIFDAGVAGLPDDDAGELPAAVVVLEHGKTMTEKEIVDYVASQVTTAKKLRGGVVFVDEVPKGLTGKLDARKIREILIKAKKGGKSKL
#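 Purified P. pyralis luciferase, 10 nM final, with Km-level 10 uM D-luciferin and 10 uM ATP in 50 mM Tris acetate pH 7.5, 10 mM Mg acetate, 0.01% Tween-20, 0.05% BSA; 6-point qHTS titration about 60 µM downward; luminescence read.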
# * hit, by the source's call; ? = inconclusive; nt = not tested or not shown; [ ] = remark or other dose. Unless noted, calls follow the shape of the dose curve; as a rule, active = well fitted curve in the direction sought with a large enough effect; inconclusive = small, poorly fitted or top-dose-only effect, or another doubt; inactive = no such curve, though single readings can be large; an effect the other way counts as inactive or inconclusive. Potency is read from the fitted curve at half-maximal effect. Not all compounds are listed; the hit share may differ from the screen's.
no.	Structure	MLL CXXC-DNA inh	uPA surface inh	ELG1 genotoxic	Gal4-VP16 FLuc	BRCA1 expr act	Rab9 promoter act
1	O=C(C1CCCC1)N(c1ccccc1)C1C=CS(=O)(=O)C1 (stereo not given)	-18%	-4%	1%	-7%	10%	1%
2	COC(=O)c1sc(S(=O)(=O)N2CCCCC2C(=O)O)c(C(=O)OC)c1C (stereo not given)	1%	3%	0%	3%	-8%	2%
3	O=[N+]([O-])c1cccc(/C=C/C=N/Nc2nc(N3CCCCC3)nc(N3CCCCC3)n2)c1	2%	-4%	-9%	-1%	-12%	0%
4	COc1ccc(CCC(=O)NCCCNC(=O)CCc2ccc(OC)cc2)cc1	1%	4%	1%	0%	-14%	1%
5	O=C(Nc1ccccc1)N1CCCN(c2ccc(C(F)(F)F)cn2)CC1	-13%	8%	1%	-1%	-23%	-3%
6	COc1ccc(S(=O)(=O)N2CCCCC2)cc1NCC(=O)Nc1ccc(C)cc1	-4%	-2%	-5%	3.5µM*	-29%	-11%
7	Cc1ccc2cc3cc(C(=O)N4CCCCCC4)oc3nc2c1	-3%	-10%	0.73µM*	?	?	0.63µM*
8	CCCCCSc1nc2c(c(=O)[nH]c(=O)n2C)n1C(C)C	10%	4%	14%	-5%	-52%	1%
9	CCOc1ccc(C2Nc3cccc4cccc(c34)N2)cc1OC	-6%	-1%	-3%	-4%	-19%	-4%
10	CC1CN(C(=O)COC(=O)c2ccc(F)cc2Cl)CC(C)O1 (stereo not given)	-5%	1%	5%	-6%	-7%	-9%
11	COC(=O)Cn1c(=O)c2c(nc3n2CCCN3CCc2ccccc2)n(C)c1=O	13%	1%	-5%	-5%	-25%	15%
12	CCCN(CC(=O)Nc1ccccc1OC)C(=O)c1ccncc1	15%	1%	-1%	-5%	-15%	0%
13	O=C(Nc1cccc(S(=O)(=O)N2CCOCC2)c1)c1cccc(S(=O)(=O)N2CCCC2)c1	nt	-3%	-3%	nt	-17%	1%
14	CC(C)c1ccc(/C=C/C(=O)n2nnc3ccccc32)cc1	10%	2%	nt	-5%	4%	nt
15	Cc1cccc(NC(=O)Nc2ccc(C#N)cc2)n1	7%	?	-34%[inhibitor]	-19%	12%	4%

no.	RORg inh	MBNL1 CUG block	p53 reactivator	NPC1 promoter act	FLuc counter
1	1%	9%	-1%	0%	0%[2.3 µM]
2	1%	3%	0%	-2%	1%
3	7.9µM*	2%	11%	-8%	-13%
4	10%	-12%	-1%	-2%	3%
5	27%	4%	0%	-7%	-18%
6	28%	2%	-4%	-5%	5%
7	10µM*	?	?	1.1µM*	2.7µM*
8	1%	0%	-10%	1%	0%
9	-41%	38%[activator]	-9%	10%	?
10	4%	-1%	4%	-1%	-2%
11	-2%	2%	-5%	2%	0%
12	6%	2%	3%	-2%	2%
13	nt	nt	-10%	-2%	3%
14	?	-4%	nt	nt	1.7µM*
15	-23%	?	5%	18%	-15%

# The closing five records of the section before are carried over, then new ones follow.
no.	Structure	MLL CXXC-DNA inh	uPA surface inh	ELG1 genotoxic	Gal4-VP16 FLuc	BRCA1 expr act	Rab9 promoter act
11	COC(=O)Cn1c(=O)c2c(nc3n2CCCN3CCc2ccccc2)n(C)c1=O	13%	1%	-5%	-5%	-25%	15%
12	CCCN(CC(=O)Nc1ccccc1OC)C(=O)c1ccncc1	15%	1%	-1%	-5%	-15%	0%
13	O=C(Nc1cccc(S(=O)(=O)N2CCOCC2)c1)c1cccc(S(=O)(=O)N2CCCC2)c1	nt	-3%	-3%	nt	-17%	1%
14	CC(C)c1ccc(/C=C/C(=O)n2nnc3ccccc32)cc1	10%	2%	nt	-5%	4%	nt
15	Cc1cccc(NC(=O)Nc2ccc(C#N)cc2)n1	7%	?	-34%[inhibitor]	-19%	12%	4%
16	Cn1cc(Br)c(C(=O)N/N=C/c2cccc(OC3CSC3)c2)n1	5%	-3%	8%	-14%	-2%	13%
17	Cc1ccc(S(=O)(=O)NNC(=S)Nc2ccc(Cl)cc2)cc1	-4%	-2%	-3%	-6%	-3%	2%
18	Cc1oc(-c2ccccc2F)nc1CS(=O)(=O)CC(=O)NC1CCCC(C)C1C (stereo not given)	-1%	-9%	-2%	1%	0%	-1%
19	CN1CC=C2C(C#N)=C(N)C(C#N)(C#N)C(Cc3ccccc3)C2C1 (stereo not given)	?	0%	0%	5%	1%	-2%
20	COCCCN=CC1=C(O)CC(C)(C)CC1=O	-4%	-16%	-1%	1%	-30%	-2%
21	CCOc1ccc(OCCC(=O)OCC(=O)NC(C)c2ccccc2)cc1 (stereo not given)	nt	-2%	-5%	nt	-11%	1%
22	Cn1c(SCc2nc(-c3ccccc3)no2)nnc1-c1ccco1	2%	-5%	2%	1%	-11%	2%
23	N#C[C@@H]1N(Cc2ccccc2)C(=O)[C@H]2CC3C=CC21O3 (stereo not given in full)	nt	?	4%	nt	0%	0%
24	O=C(NCc1n[nH]c(=S)n1-c1ccc(F)cc1)c1ccc(S(=O)(=O)N2CCCCC2)cc1	7%	2%	0%	-2%	0%	-1%
25	COC(C(=O)Nc1ccc(S(=O)(=O)Nc2ccc(F)cc2)cc1)c1ccccc1 (stereo not given)	-6%	1%	-1%	-10%	-32%	1%
26	CCCn1c(=O)c(C(=O)NCc2ccccc2)c(O)c2ccccc21	15%	1%	-4%	3%	-43%	-3%
27	Cc1ccc(/C=N/NC(=O)c2cccc(S(=O)(=O)Nc3cccc(Cl)c3)c2)o1	-1%	-3%	7%	?	26%	-6%
28	O=C(NNC(=O)C1CCC(C(=O)NNC(=O)c2cccs2)CC1)c1cccs1 (stereo not given)	21%	1%	-2%	4%	-14%	-3%
29	O=C(CNC(=O)c1ccccc1F)N/N=C/c1ccco1	8%	5%	2%	-5%	41%	-3%
30	CC1=CC(C)C(C(=O)O)C(C(=O)O)C1 (stereo not given)	-12%	nt	-2%	-22%	-12%	4%

no.	RORg inh	MBNL1 CUG block	p53 reactivator	NPC1 promoter act	FLuc counter
11	-2%	2%	-5%	2%	0%
12	6%	2%	3%	-2%	2%
13	nt	nt	-10%	-2%	3%
14	?	-4%	nt	nt	1.7µM*
15	-23%	?	5%	18%	-15%
16	-29%	-2%[11.5 µM]	?	0%	19µM*
17	-29%	3%	-2%	-6%	0%
18	17%	-1%	-6%	-3%	4%
19	?	?	-4%	-1%	0%
20	-9%	7%	3%	1%	1%
21	nt	nt	3%	-1%	?
22	38%	-2%	4%	-4%	2%
23	nt	nt	15%	0%	1%
24	-24%	-2%	0%	2%	4%
25	?	-12%	?	-4%	-1%
26	-23%	2%	nt	-2%	7%
27	13µM*	3%	-4%	-7%	-1%
28	4%	7%	4%	-6%	1%
29	6%	26%	16%	-4%	-15%
30	?	-6%	-1%	8%	13%

# (cont.)
no.	Structure	MLL CXXC-DNA inh	uPA surface inh	ELG1 genotoxic	Gal4-VP16 FLuc	BRCA1 expr act	Rab9 promoter act
31	CCO[C@H]1OC(C(=O)NCc2nc3ccccc3[nH]2)=C[C@@H](C)[C@@H]1CCCO	-19%	11%	-5%	-4%	-10%	2%
32	COCCN(CCOC)c1ncnc2c1cnn2-c1ccc(Cl)cc1	-2%	nt	10µM*	-8%	93%	?
33	Cc1ccc(N=CC=C2OC(C)(C)C(C)(C)O2)c(C)c1	0%	-14%	2%	-4%	-25%	-2%
34	O=C1c2ccccc2NC(c2ccccn2)N1NS(=O)(=O)c1ccccc1 (stereo not given)	-5%	2%	1%	-13%	1%	-8%
35	Cc1ccccc1-n1c(SCC(=O)O)nc2sc3c(c2c1=O)CCCC3	-6%	4%	-6%	-10%	-17%	-10%
36	COc1ccccc1C(=O)NC(=S)Nc1ccc(N2CCOCC2)c(Cl)c1	3%	13%	-9%	?	-8%	-4%

no.	RORg inh	MBNL1 CUG block	p53 reactivator	NPC1 promoter act	FLuc counter
31	8%	-1%	2%	1%	-1%
32	?	-2%	11%	?	15µM*
33	-8%	-1%	-13%	0%	7.6µM*
34	-2%	-8%	-3%	-5%	4%
35	12%	9%	-10%	-2%	0%
36	-31%	-5%	2%	-2%	?

# Screening data from PubChem BioAssay.
